GSIS activator = GLuc luminescence reporter in INS-1E cells, primary screen for activators of glucose-dependent secretion of insulin. INS-1E GLuc reporter insulin secretion, 2-3 h. activation, % at 16.6 µM. hit rate 0.61% among 370,000. AID 743287, 2014;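 active means lowest replicate activation of at least 40%, so every replicate reaches that level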;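 further: 0% = median of neutral control wells and 100% = median of IBMX positive control wells; some compounds called inactive have numbers as strong as hits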
CFTR F508del cor = F508del CFTR correction, initial screen, CFBE line, single point; CFBE cells, YFP halide quenching; stimulated with forskolin plus potentiator P3; % fluorescence drop versus neutral controls; activity (quench increase), % at 7.58 µM; hit rate 0.36% among 350,000; AID 720511, 2013;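 active means mean added fluorescence quench of at least 8% versus neutral control, with both replicates also reaching 8%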;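 further: cells transiently co-express mutant CFTR-F508del with the halide-sensitive YFP; corrector assay measuring rescue of mutant channel to the surface after 24 h compound exposure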
FN deposit inh = inhibitors of fibronectin matrix deposition, primary screen, AH1F cells, Alexa488-fibronectin fluorescence, plate reader; AH1F fibroblasts, overnight; inhibition, % at 12.6 µM; hit rate 0.086% among 350,000; AID 743247, 2014;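 active means mean inhibition across replicates of 30% or more, regardless of how many single replicates reach that level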;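 further: positive control wells lacked labelled fibronectin entirely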
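Material: AH1F fibroblasts assembling fluorescent fibronectin matrix; amount: 10000 AH1F cells/well; medium: DMEM, 2% serum; reagent: Alexa488-fibronectin, 24 nM final in well; dosing: single compound dose, delivered by pin transfer; incubation: 1 h adhesion, overnight exposure; detection: fluorescence after three HBSS washes, excitation 485 nm, emission 525 nm; measure: fibronectin deposition inhibition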
miR122 inh = miR-122 Renilla sensor signal increase in Huh7, primary screen, miR-122 inhibitor project, cell-based, single point, plate reader; hit rate 0.3% among 340,000; activation (reporter increase), % at 12.5 µM; Huh7 miR-122 Renilla luciferase sensor, 48 h; neutral wells = 0, positive control = 100;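 active means mean replicate activation score at least 90 and every replicate individually at or above 90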;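 further: higher luciferase means less miR-122 activity so hits act as miR-122 inhibitors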
C2C12 statin = suppressors of statin myotoxicity in C2C12 myotubes, primary screen, cell-based, single point, plate reader | hit rate 0.78% among 330,000 | C2C12 myotubes + simvastatin, ATP luminescence, 48 h; scaled: DMSO 0, geranylgeraniol control 100 | rescue of ATP level, % at 7.49 µM | AID 602340, 2012;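 active means mean ATP rescue above about 67%, or every replicate alone reaching that limit, limit read from the data, passing the limit was not always enough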;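 further: myotubes were challenged with 10 µM simvastatin during compound exposure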
Cneo AK release = Cryptococcus neoformans cell lysis inducers, primary screen, AK release luminescence, single concentration; C. neoformans lysis, adenylate kinase release luminescence, 4 h; normalised: neutral wells 0, clomiphene wells 100; lysis activity, % at 15 µM; hit rate 0.2% among 360,000; AID 651654, 2012;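 active means mean lysis activity across replicates of at least 80%, whatever share of replicates individually reach that level; inactive means mean lysis activity below 80%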
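Material: C. neoformans cells | Amount: Yeast cell density of 5 × 10^6 cells/mL | Medium: Fresh YPD growth medium | Dosing: Single dose | Times: Static 4 h at 37 °C with compound, 1 h detection | Detection: AK luminescence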
PglD DTNB = C. jejuni PglD acetyltransferase inhibitors, primary screen, biochemical, DTNB colorimetric, single point. hit rate 0.098% among 360,000. UDP-N-acetylbacillosamine N-acetyltransferase PglD (Campylobacter jejuni). purified PglD enzyme, DTNB colorimetric CoA detection. inhibition, % at 12.5 µM; in the data active means inhibition above about 16%, passing the limit was not always enough; further: strong numbers were not always called active
PGC1a acetyl inh = inhibitors of PGC1a acetylation signal, primary screen, cell-based, U2OS, AlphaScreen, inhibitor mode; AlphaScreen anti-acetyl-lysine; with virally co-expressed GCN5 acetyltransferase; inhibition, % at 15.6 µM; hit rate 0.17% among 350,000;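 active means every replicate shows inhibition of at least 40%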;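 further: 0% = neutral control wells and 100% = positive control wells; some results beyond the cut were filed as inactive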
* marks the source's active call; other numbers are inactive results; . = no result given; [ ] = another dose, or the depositor's remark.

SMILES	GSIS activator	CFTR F508del cor	FN deposit inh	miR122 inh	C2C12 statin	Cneo AK release	PglD DTNB	PGC1a acetyl inh
Cc1noc(C)c1NC(=O)N[C@@H]1CC[C@@H](CCNC(=O)C2CCCCC2)O[C@@H]1CO	5	-2.8	-1	.	0	9	4	1
COc1ccc(N2CCN(CC(=O)N3c4ccccc4CC3C)CC2)cc1 (stereo not drawn)	-10	0.0	-6	6	-2	2	-5	-2
O=C(CN1CCCc2ccccc21)NC(=O)NC1CCCCC1	-4	1.0	7	.	.	.	.	-4
CN1[C@@H]2c3ccc(-c4ccccc4F)c(=O)n3C[C@@H]2[C@@H](CO)[C@@H]1C(=O)NCC(F)(F)F	11	.	.	.	21	-2	0	.
COc1ccc(C(C)=O)cc1COC(=O)c1cccnc1Cl	55	-2.2	2	-2	7	.	.	-1
CCOc1ccccc1NC(=O)C1CCN(S(=O)(=O)c2ccc(OC)c(OC)c2)CC1	-6	1.9	.	1	1	.	.	.
O=C(Nc1cccc(F)c1)N1CCCCN2[C@H](CO)[C@H](c3ccc(C#CC4CC4)cc3)[C@@H]2C1	-16	4.1	.	-5[16.7 µM]	.	-2	-1	17
CCCCc1n[nH]c(=S)n1Cc1ccccc1	26	-2.4	-21	-8	-9	0	-1	-8
C[C@@H]1CN([C@@H](C)CO)C(=O)Cc2cc(NS(C)(=O)=O)ccc2O[C@@H]1CN(C)S(=O)(=O)c1ccc(F)cc1	-1	-3.0	.	3[16.7 µM]	9	54	3	4
O=C(N/C(=C\c1ccccc1)C(=O)N1CCOCC1)c1ccccc1Cl	15	-2.0	8	7	6	0	-1	.
CC(C)[C@@H](C(=O)NCC1CCCO1)N1C(=O)N2CCc3c([nH]c4ccccc34)[C@@]2(C)C1=O (stereo partly drawn)	-9	0.0	.	-2	5	-1	-1	-12
COc1ccc(CN2CCC(Cc3ccccc3)CC2)cc1OC	0	2.3	3	-8	3	0	-4	11
COc1cc2c(cc1OC)C(C(=O)N1CCN(c3ccccn3)CC1)C(c1cccs1)N(C)C2=O (stereo not drawn)	.	.	-3	-4	7	-1	3	7
COc1ccc(NC(=O)CNc2cc(C)ccc2C)cc1S(=O)(=O)N1CCOCC1	17	-1.1	8	7	5	1	1	-1
CC(C)[C@H](N)c1nnc(SC/C=C/c2ccccc2)o1	.	.	4	0	-1	6	-10	6
C=CC1C(N2CCOCC2)C(C)(C)S1(=O)=O (stereo not drawn)	.	.	.	-7	-2	-2	-9	-6
COc1ccc(CN2CCC(Oc3ccc(C(=O)NCc4ccccn4)cc3)CC2)c(F)c1	-9	1.6	0	-6	.	3	1	-5
O=[N+]([O-])c1cc([N+](=O)[O-])c2nonc2c1Nc1ccc(O)cc1	-8	0.2	-9	.	18	0	0	.
Cc1cccc(NC(=O)CSc2nc3ccccc3nc2N2CCCC2)c1	-10	1.4	-5	.	-2	-7	-6	.
Cn1cc(-c2nnnn2-c2ccc(Cl)cc2)c(=O)c2ccccc21	.	.	-12	.	.	2	1	12
CN(C)C(=O)c1cc(C(=O)c2ccc(F)cc2C(F)(F)F)c[nH]1	-9	.	-2	-1	-14	-1	15	3
Cc1ccc(S(=O)(=O)N2CCC(=O)N(C(COC(=O)Nc3ccccc3)Cc3ccccc3)CC2)cc1 (stereo not drawn)	-6	1.8	3	.	-10	-1	3	.
Cc1cc(S(=O)(=O)NCC2CC2)c(Cl)cc1Cl	11	0.0	-5	105*	10	1	0	10
Cc1ccc(C(=O)NN(CCC#N)C2=NS(=O)(=O)c3ccccc32)cc1	-1	-2.6	0	-2	.	.	.	-6
CC(C)(C)CC(=O)Nc1nnc(SCC(=O)NC2CCCC2)s1	6	1.0	3	.	-30	-2	-3	.
Nc1nc(Nc2ccccc2F)nc(NCc2ccccc2)c1[N+](=O)[O-]	.	-3.2	15	1	0	-2	-7	4
CO[C@@H]1CN(C)C(=O)c2cc(NS(C)(=O)=O)ccc2OC[C@@H](C)N(CC2CCCCC2)C[C@H]1C	1	-2.7	-12	-18[16.7 µM]	4	48	-5	13
CC1CC(=O)N(C)c2ccc([N+](=O)[O-])cc2N1 (stereo not drawn)	2	.	1	-7	.	-1	-4	-3
Cc1nc2sccn2c(=O)c1S(=O)(=O)NCC1CCN(Cc2ccccc2Cl)CC1	2	-1.0	-16	2	15	-3	2	8
COC(=O)c1cn(NC(=O)c2ccc(OC)c(OC)c2)c(=O)c2ccccc12	.	.	11	-4	0	-1	3	0
N#Cc1nc(COc2ccc(F)cc2)oc1N1CCCC1	.	.	-12	-10	.	3	.	-6
CCOc1ccc(C(=O)Nc2cc(=O)n(C)c(=O)n2C)cc1	21	-1.9	-2	-2	7	-2	2	0
CN(C)CC(=O)N1[C@H](CO)[C@H](c2ccc(C#CC3CCCC3)cc2)[C@@H]1C#N	4	1.1	-7	.	-14	5	-2	-29
COc1ccc(NC(=O)NCCCCc2ccccc2)cc1	12	-0.4	-5	-5	13	0	-1	.
C#CCn1c(=O)c2c(ncn2C)n(C)c1=O	.	0.2	0	-5	1	3	5	-13
Cc1cc(Br)ccc1OCCNCc1ccccc1	-33	0.1	15	-10	3	3	-7	7
Cn1nc(C(C)(C)C)cc1N1C(=O)CCC1(C)C(=O)NC1CCCC1 (stereo not drawn)	6	3.1	-5	2	-2	6	-3	4
O=C(Cc1csc(N2CCOCC2)n1)N/N=C/c1ccc(F)cc1	.	.	.	21	5	1	-7	.
CC/C(O)=C1\C(=O)CCCC1=NCCc1c(C)[nH]c2ccc(C)cc12	25	-0.3	5	0	-2	0	-3	-3
O=C(C[C@H]1CC[C@H](NC(=O)CCN2CCCCC2)[C@@H](CO)O1)NCc1ccc(Cl)c(Cl)c1	9	-1.5	11	-6[16.7 µM]	-18	0	-2	2
COc1ccc(-c2cnc3ncnn3c2N)cc1	6	-3.0	.	-3	-4	.	.	-7
CCOC(=O)C1CCCN(C(=O)c2ccc(NS(=O)(=O)c3ccc4[nH]c(=O)[nH]c4c3)cc2)C1 (stereo not drawn)	-14	1.5	2	0	8	.	1	6
CCCCNC(=O)COC(=O)c1ccccc1F	-1	2.8	3	24	.	1	-2	2
Cn1c(=O)[nH]c(=O)c2c1nc(CN1CCOCC1)n2CCCc1ccccc1	12	-4.4	3	.	-9	6	-1	.
CS(=O)(=O)Nc1cccc(C2=NN(S(=O)(=O)c3ccccc3)C(c3cccs3)C2)c1 (stereo not drawn)	-10	-3.1	.	14	10	-3	-2	-9
COc1ccccc1CC(O)CC1c2c(cc3c(c2OC)OCO3)CCN1C (stereo not drawn)	.	-3.1	3	.	15	4	3	.
O=C1CCCCN1CCC(=O)N1CCCC(Nc2ccc(F)c(F)c2)C1 (stereo not drawn)	4	-1.0	2	4	17	2	-1	-2
Cc1cc(C(=O)Nc2sc3c(c2C#N)CCCC3)no1	-5	-3.5	.	3	-32	-4	1	0
Cc1ccc(C)c(NC(=O)CSc2nnc(CNC(=O)c3cccs3)o2)c1	.	.	0	-2	-4	.	.	11
CC(=O)NS(=O)(=O)c1ccc(NC(=S)NC(=O)c2ccco2)cc1	.	.	-2	-6	-6	1	-2	-3
CC(=O)c1ccc(NC(=O)C2=CC(c3cccs3)=NS(=O)(=O)N2C)cc1	.	2.6	-7	-8	2	6	2	14
Cc1cc(C(=O)Nc2cccc3c2O[C@@H](CN(C)S(=O)(=O)c2ccc(F)cc2)[C@H](C)CN([C@H](C)CO)C3=O)n(C)n1	2	-0.5	.	3[16.7 µM]	.	0	0	8
Nc1cccc(-c2cn3cc(C(F)(F)F)cc(Cl)c3n2)c1	.	.	3	-10	0	-2	-3	2
COc1ccccc1N(C(C)=O)C1=C(Cl)C(=O)c2ccccc2C1=O	.	-7.4	42*	-18	8	-2	8	5
CO[C@@H]1CN(C)C(=O)c2cc(NC(=O)C3CC3)ccc2OC[C@H](C)N(Cc2cc(F)ccc2F)C[C@H]1C	-23	-2.6	-23	.	20	11	0	-7
O=C(CNC(=O)N1CC(=O)Nc2ccccc21)Nc1cc(Cl)ccc1Cl	-1	0.5	3	6	7	-7	5	2
Cc1cc(C)c(NC(=O)c2ccc(S(=O)(=O)N(C)C)cc2)c(C)n1	3	-2.6	.	.	23	16	8	50*
C[C@H](CO)N1C[C@H](C)[C@H](CN(C)S(=O)(=O)c2cn(C)cn2)Oc2ncc(C#Cc3cccc(F)c3)cc2C1=O	23	2.1	-10	-9[16.7 µM]	.	-2	2	-4
CC1CCc2c(sc(NC(=O)CN3CCN(C(=O)c4ccco4)CC3)c2C#N)C1 (stereo not drawn)	-39	.	.	-5	.	2	-6	-11
C[C@@H]1CN([C@@H](C)CO)C(=O)c2cccc(NS(C)(=O)=O)c2O[C@H]1CN(C)Cc1ccc(-c2ccccc2)cc1	0	3.9	6	4[16.7 µM]	-16	5	0	-5

4 structures from above, sorted by heavy-atom count, ascending.
SMILES	GSIS activator	CFTR F508del cor	FN deposit inh	miR122 inh	C2C12 statin	Cneo AK release	PglD DTNB	PGC1a acetyl inh
Cc1cc(C)c(NC(=O)c2ccc(S(=O)(=O)N(C)C)cc2)c(C)n1	3	-2.6	.	.	23	16	8	50*
O=C(CNC(=O)N1CC(=O)Nc2ccccc21)Nc1cc(Cl)ccc1Cl	-1	0.5	3	6	7	-7	5	2
CC1CCc2c(sc(NC(=O)CN3CCN(C(=O)c4ccco4)CC3)c2C#N)C1 (stereo not drawn)	-39	.	.	-5	.	2	-6	-11
C[C@H](CO)N1C[C@H](C)[C@H](CN(C)S(=O)(=O)c2cn(C)cn2)Oc2ncc(C#Cc3cccc(F)c3)cc2C1=O	23	2.1	-10	-9[16.7 µM]	.	-2	2	-4

New compounds follow:
SMILES	GSIS activator	CFTR F508del cor	FN deposit inh	miR122 inh	C2C12 statin	Cneo AK release	PglD DTNB	PGC1a acetyl inh
CCOc1ccc(C(C)NC(=S)NCc2ccc(F)cc2)cc1 (stereo not drawn)	-34	1.2	.	.	3	35	-2	.
CCOC(=O)c1nn(-c2ccc(F)cc2)c(=O)cc1OCC(=O)Nc1cccc(C)c1	11	0.8	-7	.	-2	1	1	.
CCN1C(=O)/C(=C\c2ccco2)C(C(=O)OC)=C1C	.	.	-2	-15	0	0	-2	-40
C[C@H]1CN([C@@H](C)CO)S(=O)(=O)c2ccc(C#CC3CC3)cc2O[C@H]1CN(C)S(C)(=O)=O	9	0.4	-3	7[16.7 µM]	-4	0	0	2
CC1=NN(c2ccc(C)c(C)c2)C(=O)/C1=C\C=C\c1ccc([N+](=O)[O-])o1	-1	-3.5	0	.	.	.	.	59*
O=C(Nc1cccc2ccccc12)OCc1cncs1	1	3.5	10	4	-12	1	2	16
NC(CO)C(O)c1ccc([N+](=O)[O-])cc1 (stereo not drawn)	7	0.3	.	-2	0	-1	-4	3
Cc1onc(-c2ccccc2)c1CNS(=O)(=O)c1ccccc1	.	0.4	0	.	0	2	4	32
Cc1ccc(C(=O)CN2C(=O)NC3(CCCCCC3)C2=O)c(C)c1	27	-0.4	-6	.	-53	.	.	.
CCn1c(-c2cccnc2Cl)nc2cc(Cl)c(Cl)cc21	-11	.	-1	-2	19	-5	2	-6
CCC(C)NC(=O)COc1ccc(Br)c(C)c1 (stereo not drawn)	.	.	7	0	34	3	7	-1

Screening data: PubChem BioAssay, Broad Institute
